ASAP1 inh: inhibitors of human ASAP1 ArfGAP activity | ASAP1-stimulated ARF1 GTP hydrolysis, GDP FP detection | inhibition, % at 16.5 µM | actives 0.19% (n = 360,000); in the data active means inhibition above about 25%;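 further: 0% = vehicle with enzyme and substrate and 100% = no enzyme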
GC-A act: GC-A (human) enzyme activation; actives 0.14% (n = 370,000); AID 1671463; HEK293 GC-A cells, cGMP TR-FRET, EC30 ANP; 0% at EC30 ANP, 100% saturating ANP; activation, % at 10 µM; in the data active means activation above about 40%
NPR2 activator: GC-B (human) receptor activation. AID 1920062. actives 0.11% (n = 370,000). HEK293-GC-B cells, CNP EC30, cGMP TR-FRET; 0% at EC30 CNP, 100% saturating CNP. activation, % at 10 µM. P20594;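 active means activation at 10 µM reaching about 35% in either raw or pattern-adjusted values, limit read from the data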
SMARCA2 act: activators of SMARCA2 function; MG213 cells, MMTV-luciferase reporter, dexamethasone, overnight; activation, % at 9.1 µM; actives 1% (n = 370,000); AID 652017; in the data active means activation above about 7.8%;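 further: 0% = vehicle wells and 100% = reference activator wells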
PG9 binder: small molecules binding HIV-1 gp120 antibody PG9. TR-FRET gp120-PG9 antibody binding. inhibition, % at 6.7 µM. actives 0.43% (n = 360,000). AID 624416; in the data active means inhibition above about 8.5%
rCAG RNA binder: binds r(CAG) RNA repeats; r(CAG) RNA repeat, TO-PRO-1 dye displacement fluorescence; inhibition, % at 3 µM; actives 1.3% (n = 370,000); AID 651821;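 active means inhibition above the plate cutoff, the mean of all test compounds on that plate plus 3 SD, cut at about 35% in these data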;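 further: 0% = DMSO alone and 100% = 100 µM mitoxantrone as full dye displacement; higher means more dye released from RNA so lower well fluorescence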
NR1D1 modulator: Rev-erb alpha (human) modulation. Rev-erbα–FITC-DNA binding, fluorescence polarization, 90 min. P20393. activity, % at 10 µM. AID 1259318. actives 0.79% (n = 370,000);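 active means activity above about 14%, limit read from the data; passing the limit was not always enough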;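 further: 0% = DMSO wells with 35 nM protein and 100% = DMSO wells with 750 nM protein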
mABHD4 FP: inhibits mouse alpha/beta hydrolase domain 4; inhibition, % at 8.92 µM; AID 720543; Q8VD66; purified mABHD4, FP-Rh probe fluorescence polarization; actives 0.54% (n = 370,000);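 active means inhibition exceeding the mean over every tested compound plus 3 SD, cut at about 30% in these data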;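 further: 0% = plate median of compound wells and 100% = S159A mutant with DMSO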
Target sequence (Q8VD66 whole entry, looked up, the tested form may be a part): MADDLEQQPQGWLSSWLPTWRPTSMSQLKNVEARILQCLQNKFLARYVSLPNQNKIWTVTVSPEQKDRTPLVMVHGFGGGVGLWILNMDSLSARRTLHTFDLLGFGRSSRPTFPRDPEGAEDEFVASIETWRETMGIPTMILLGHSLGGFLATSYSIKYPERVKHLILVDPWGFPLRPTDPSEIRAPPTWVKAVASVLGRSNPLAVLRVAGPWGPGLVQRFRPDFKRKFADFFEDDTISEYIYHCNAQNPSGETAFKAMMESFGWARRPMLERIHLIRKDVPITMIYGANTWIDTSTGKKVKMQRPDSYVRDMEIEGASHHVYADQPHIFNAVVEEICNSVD
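assay system = mABHD4 protein | compound dosing = single nominal dose of 8.92 µM, 0.89% DMSO final | read-out basis = percent inhibition of probe binding, normalized to plate controls | schedule = Enzyme–compound pre-incubation 45 min, then probe 60 min, both 25 °C | detection = fluorescence polarization, excitation 525 nm, emission 598 nm, BODIPY TMR filters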
ARFGAP1 inhibitor: inhibits rat ARF GTPase activating protein 1; Q62848; Arfgap1-stimulated ARF1 GTP hydrolysis, GDP FP detection; inhibition, % at 16.5 µM; actives 0.26% (n = 360,000); AID 651572;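 active means inhibition above a per-plate limit, mean inhibition of low control wells plus 3 SD, cut at about 25% in these data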;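 further: 0% = DMSO wells with enzyme and 100% = wells lacking Arfgap1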
Target sequence (Q62848 1-136 limits assumed): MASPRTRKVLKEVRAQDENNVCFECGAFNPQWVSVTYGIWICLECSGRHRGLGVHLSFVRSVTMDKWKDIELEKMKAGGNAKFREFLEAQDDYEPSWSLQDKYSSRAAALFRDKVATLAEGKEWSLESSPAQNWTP
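Material: rat Arfgap1 catalytic domain, aa 1-136; also added: human ARF1(Δ1-17)-GTP substrate; compound dosing: one concentration, 16.5 µM, DMSO 1.26%; incubation: GTP hydrolysis reaction 2 h at 25 °C; measured by: Tracer-displacement fluorescence polarization with EDTA stop, 620/688 nm; evaluation: % inhibition from polarization; repeats: one replicate per compound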
HTRA1 inh: HTRA1 (human) protease inhibition; recombinant HTRA1, FP-rhodamine activity-based probe, fluorescence polarization; inhibition, % at 5.96 µM; actives 0.5% (n = 340,000); AID 504803; in the data active means inhibition above about 36%;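 further: 0% = enzyme with DMSO and 100% = wells lacking enzyme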
Target sequence (Q92743 whole entry, looked up): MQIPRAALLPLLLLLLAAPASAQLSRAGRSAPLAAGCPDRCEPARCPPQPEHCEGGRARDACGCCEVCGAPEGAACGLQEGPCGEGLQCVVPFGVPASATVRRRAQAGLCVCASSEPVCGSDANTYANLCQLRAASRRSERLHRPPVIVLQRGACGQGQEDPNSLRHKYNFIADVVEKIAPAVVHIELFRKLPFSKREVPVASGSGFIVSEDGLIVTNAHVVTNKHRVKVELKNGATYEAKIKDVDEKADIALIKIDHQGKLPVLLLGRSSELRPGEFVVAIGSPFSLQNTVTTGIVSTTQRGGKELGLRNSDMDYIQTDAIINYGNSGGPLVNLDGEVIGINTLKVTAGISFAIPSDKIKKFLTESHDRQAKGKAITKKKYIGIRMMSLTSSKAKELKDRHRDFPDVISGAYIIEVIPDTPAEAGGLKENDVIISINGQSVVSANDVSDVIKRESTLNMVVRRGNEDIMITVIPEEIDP
The depositor's hits bear a star; nt = not tested or not shown.

SMILES	ASAP1 inh	GC-A act	NPR2 activator	SMARCA2 act	PG9 binder	rCAG RNA binder	NR1D1 modulator	mABHD4 FP	ARFGAP1 inhibitor	HTRA1 inh
CCCCN(c1ccccc1)S(=O)(=O)c1ccc2c(c1)CCN2C(=O)CCC(=O)O	-7	0	-2	2	-2.6	29	-5	-8	4	-1
COC(=O)N1CCCC1c1cccc2[nH]cc(C)c12 (stereo unspecified)	nt	-4	-1	-5	nt	2	0	0	nt	nt
COc1ccc(Nc2cc(C)nc3ccccc23)cc1	-7	6	-6	-3	0.0	3	-1	3	6	2
O=C(CC1COc2ccccc2O1)NCc1ccccc1 (stereo unspecified)	7	0	-13	1	3.9	-3	-4	6	8	3
C[C@@H]1CN([C@H](C)CO)C(=O)CCCn2nncc2CO[C@@H]1CN(C)C(=O)OCc1ccccc1	-3	-1	-3	-6	-1.8	0	-1	-12	0	-3
CCOC(=O)c1cnn(-c2ncnc3sc(CC)cc23)c1N	3	-4	-5	2	0.5	3	-2	4	4	0
Cc1nc2ccc(C(=O)N3CCN(C(=O)c4ccco4)CC3)cn2c1N(C)C(=O)CCc1ccccc1	-10	2	2	-4	1.3	2	-2	-10	-2	nt
CCOCCCN(Cc1ccco1)S(=O)(=O)c1csc(C(N)=O)c1	6	-3	-2	-1	0.0	0	-4	-1	6	0
CCOC(=O)N1CCN(CC(=O)Nc2c(C(=O)OC)[nH]c3cc(C)ccc23)CC1	5	0	6	-1	-1.3	-2	-4	6	8	7
Cn1nc(N)c2ncc(-c3ccc(Cl)cc3)nc21	7	2	-3	9.1*	-2.5	-1	-2	-3	-2	4
CC(=O)Nc1ccc(S(=O)(=O)NCC(=O)OCC(=O)N2CCCCCC2)cc1	-6	3	-1	-5	-0.1	1	-7	-5	0	-1
O=C(CN1C(=O)NC2(CCCC2)C1=O)Nc1nc2ccccc2s1	-10	7	5	2	-0.4	7	-1	-6	-2	-3
O=[N+]([O-])c1cc2c(cc1CN1CCN(c3ccccc3F)CC1)OCO2	-4	-2	1	-1	1.6	-3	-1	3	0	-6
O=c1c(C(c2nnnn2C2CCCCC2)N2CCCCC2)coc2ccc(Cl)cc12 (stereo unspecified)	0	-1	-3	-2	1.4	6	-5	5	-4	-16
CC1(C)OC(C)(C)/C(=C\c2ccc(OCC(N)=O)cc2)C1=O	-8	-2	0	1	-1.2	-2	-6	-4	-9	13
O=S1(=O)N=C(Oc2cccc3ccccc23)c2ccccc21	-14	0	5	4	-2.7	-1	2	1	4	-5
COc1ccccc1NC(=O)Cn1c(=O)c(N(C)C)c(N)n(C)c1=O	3	nt	nt	-2	0.0	0	nt	3	1	-1
O=C(NC1CCCCN(Cc2cccc(Cl)c2)C1=O)c1ccc2ccccc2c1 (stereo unspecified)	nt	0	-3	2	nt	1	3	-14	nt	nt
Cc1nn(C)c(Oc2ccccc2)c1CCNC(=O)CCl	7	4	2	-2	0.5	-4	5	-4	-6	0
CN(CC(=O)Nc1cccc(F)c1)C(=O)c1sccc1-c1ccccc1	1	-1	0	-2	0.8	-2	2	1	3	-6
Cc1cc(C(=O)NCCc2ccccc2)c2cc(F)ccc2n1	23	0	0	0	-0.3	-3	5	3	-2	4
CCNC(=O)COC(=O)c1sccc1C	-10	-5	-1	-4	-0.6	0	-8	-3	16	6
Cc1noc(C)c1C(=O)N(C)C[C@@H]1OCc2ccccc2-c2c(n(C)c3ccccc23)C(=O)N([C@H](C)CO)C[C@H]1C	-5	0	6	-2	-2.5	2	11	5	-3	5
CCN1CCN(C(=S)Nc2ccc(Cl)c(Cl)c2)CC1	-10	3	0	-2	0.9	-1	0	-2	-3	-26
O=C(Nc1ccccc1C(=O)O)c1cc(S(=O)(=O)N2CCOCC2)c(Br)s1	-5	1	2	-1	2.3	47*	-5	-3	-4	-1

Some of these compounds in order of length of the SMILES, descending:
SMILES	ASAP1 inh	GC-A act	NPR2 activator	SMARCA2 act	PG9 binder	rCAG RNA binder	NR1D1 modulator	mABHD4 FP	ARFGAP1 inhibitor	HTRA1 inh
O=C(Nc1ccccc1C(=O)O)c1cc(S(=O)(=O)N2CCOCC2)c(Br)s1	-5	1	2	-1	2.3	47*	-5	-3	-4	-1
O=c1c(C(c2nnnn2C2CCCCC2)N2CCCCC2)coc2ccc(Cl)cc12 (stereo unspecified)	0	-1	-3	-2	1.4	6	-5	5	-4	-16
O=[N+]([O-])c1cc2c(cc1CN1CCN(c3ccccc3F)CC1)OCO2	-4	-2	1	-1	1.6	-3	-1	3	0	-6
O=S1(=O)N=C(Oc2cccc3ccccc23)c2ccccc21	-14	0	5	4	-2.7	-1	2	1	4	-5
Cc1cc(C(=O)NCCc2ccccc2)c2cc(F)ccc2n1	23	0	0	0	-0.3	-3	5	3	-2	4

(more compounds)
SMILES	ASAP1 inh	GC-A act	NPR2 activator	SMARCA2 act	PG9 binder	rCAG RNA binder	NR1D1 modulator	mABHD4 FP	ARFGAP1 inhibitor	HTRA1 inh
COc1ccc(NC2CCCN(C(=O)C3(C)CCCCC3)C2)cc1OC (stereo unspecified)	3	3	0	0	-2.7	-4	0	7	6	5
Cc1cc(F)ccc1Oc1cc(NN2CCCCC2)c([N+](=O)[O-])cc1[N+](=O)[O-]	-4	2	1	0	-0.6	3	8	5	5	-3
Cc1ccc(S(=O)(=O)N2CCN(S(=O)(=O)N3CCCCC3)CC2)cc1	4	-1	0	3	-0.3	1	-4	0	8	3
COC(=O)C1=C(C)N(Cc2ccc(Cl)cc2)C(=S)NC1c1cccc(F)c1 (stereo unspecified)	4	15	-16	-6	1.7	3	-1	-5	1	nt
CCN1CCN(c2oc(-c3ccc([N+](=O)[O-])cc3)nc2C#N)CC1	8	-1	1	-1	-2.9	-5	7	6	-5	nt
CCCCN(C(=O)C1CSC2(C)CCC(=O)N12)c1c(N)n(Cc2ccccc2)c(=O)[nH]c1=O (stereo unspecified)	-2	2	-1	-2	1.5	2	1	3	-6	7
Cc1ccccc1NC(=O)COC(=O)c1ccc(C)c(S(=O)(=O)N2CCCCC2)c1	6	6	1	-2	-3.5	1	1	-6	4	-7
CCOc1ccc(-n2c(COc3ccc(Cl)cc3)nnc2SCC(=O)Nc2ccc(OCc3ccccc3)cc2)cc1	nt	0	1	2	nt	8	-1	-4	nt	nt
O=C(CCCN=C1NS(=O)(=O)c2ccccc21)OCC(=O)c1ccc(Br)cc1	1	7	-4	-1	-2.6	7	7	1	9	-8
Cc1cc(NC(=O)c2ccc3c(c2)OCO3)no1	4	-1	0	1	1.7	-1	-2	-2	-7	4
O=C(N/N=C/c1ccccc1Cl)c1ccncc1	1	-3	-5	0	1.2	-2	3	-4	-5	5
CCCn1nc(-c2ccccc2)c2nc3ccccc3nc21	-9	-1	-22	-1	4.9	0	7	2	3	nt
CC(C)(C)SCCNC(=O)/C=C/c1ccc(F)cc1	7	-1	2	5	1.7	0	3	-4	-3	1
Cc1cccc(C)c1NC(=O)CSc1nc2ccccc2c(=O)[nH]1	-11	0	3	0	-1.0	2	4	2	9	9
CCC(C)N(C)Cc1cccc(C2(O)CCN(S(=O)(=O)c3ccc(F)cc3)CC2)c1 (stereo unspecified)	-6	-1	1	4	0.6	-6	-2	-4	-1	-5
COc1ccc(-c2cc(C(=O)NCC3CCCO3)c3ccccc3n2)c(OC)c1 (stereo unspecified)	-7	6	5	0	0.0	4	2	4	0	-5
Clc1cccc(CNCCCSc2ncccn2)c1Cl	-4	-6	-4	-1	0.7	-7	0	5	3	3
O=C(NCC1CCCO1)c1cccc(NC(=O)c2ccco2)c1 (stereo unspecified)	4	0	-2	0	-1.4	4	3	-10	2	9
C/C(=N\NC(=O)Cc1ccccc1[N+](=O)[O-])c1cccnc1	11	-3	5	1	1.1	-1	3	-14	-1	7
O=C1C(=C(c2ccccc2)N2CCOCC2)Cc2ccccc21	9	-8	-1	-11	1.1	-1	16	-3	-3	-4
CC(=O)CC(c1ccccc1)S(=O)(=O)c1ccc([N+](=O)[O-])cc1 (stereo unspecified)	13	-1	1	3	-1.6	-2	-4	-7	10	11
O=C(CCCN1C(=O)/C(=C/c2ccccc2Cl)SC1=S)NNC(=O)c1ccncc1	5	10	1	-11	-0.3	9	3	-8	7	0
CC1=NN(C(=O)COc2ccccc2)C(O)(c2ccccc2)C1 (stereo unspecified)	10	0	4	1	-3.4	0	-5	0	-3	-2
CC(=O)Nc1ccccc1-c1nc2ccc(C(=O)N3CCN(c4cccc(C)c4)C(C)C3)cc2[nH]c1=O (stereo unspecified)	10	-7	4	3	0.7	3	10	0	4	-2
CCn1c(C(O)c2cc(OC)c(OC)c(OC)c2)nc2ccccc21 (stereo unspecified)	-6	-5	5	1	0.0	-4	-5	-1	-8	3
(list continues)
SMILES	ASAP1 inh	GC-A act	NPR2 activator	SMARCA2 act	PG9 binder	rCAG RNA binder	NR1D1 modulator	mABHD4 FP	ARFGAP1 inhibitor	HTRA1 inh
COc1ccc(CCn2c(-c3ccc(C(C)(C)C)cc3)n[nH]c2=S)cc1OC	-7	-8	-4	7.9*	1.6	1	-1	0	8	0
O=C(Cc1ccccc1Cl)N1CCN(c2ncccn2)CC1	7	5	-3	-1	-1.6	-2	4	3	-11	-2
CCCCCc1c(C)nc(Nc2nc(C)c3cc(OC)ccc3n2)[nH]c1=O	3	2	2	-3	0.6	10	4	-5	6	0
Nc1ccccc1NC1CCCCC1	-10	-2	-8	2	-4.5	5	1	14	-1	41*
NNC(=O)c1ccc(CSc2nc3ccccc3s2)cc1	2	-2	1	-5	-2.1	9	-2	-28	1	-47
CC(C)(C)c1ccc(C(=O)N2[C@H](COCc3ccccc3)C=CS2(=O)=O)cc1	-3	-3	0	-6	0.3	1	1	-8	3	nt
Cn1c(Cc2cccs2)nnc1SCC(=O)Nc1ccccc1	-12	2	4	4	0.4	-4	-3	-4	5	1
Cc1c(Cl)cccc1NC(=O)Cn1cc(C(F)(F)F)cc(Cl)c1=O	0	-1	-4	1	-0.1	0	44*	0	7	6
CC(=O)Nc1ccc(NC(=O)C(Cc2ccccc2)NC(=O)C2CCCCC2)cc1 (stereo unspecified)	-6	0	2	-2	-0.3	-3	-3	4	7	7
CCCc1cc(Nc2ccccc2C)n2ncnc2n1	-2	4	4	-1	-0.5	2	1	0	-1	0
Clc1ccc2nc(-c3cccc(Br)c3)c(Cc3ccsc3)n2c1	8	-2	-8	8.9*	-0.1	13	5	-2	-6	nt
CC(=O)NN1C(=O)c2ccc(Oc3ccc([N+](=O)[O-])cc3)cc2C1=O	-3	6	0	-1	1.0	2	-4	-3	0	0
Cc1cc2oc(C(=O)NCc3ccc(S(N)(=O)=O)cc3)c(C)c2cc1C	3	-3	-6	-2	6.5	6	6	-5	2	-4
COc1ccccc1S(=O)(=O)N(C)C[C@H]1OCc2cn(nn2)CCCC(=O)N([C@@H](C)CO)C[C@@H]1C	3	2	-1	-3	0.1	2	1	6	-11	3
COc1ccc(NC(=O)c2cc(C3CCCCN3C(=O)c3ccc4c(c3)CCO4)on2)c(C)c1 (stereo unspecified)	5	-3	2	2	1.6	3	-2	-14	-8	nt
Cn1ccsc1=NC(=O)c1cccc(OC(F)F)c1	-3	2	-2	6	-1.5	-5	-3	4	11	-6
NC(=O)c1ccccc1OCC(=O)Nc1ccc2c(c1)OCCO2	-6	1	-4	0	-1.1	4	-1	-7	0	0
Cc1ccccc1NS(=O)(=O)c1ccc(C(=O)N2CCCC2)cc1	0	5	4	-2	0.3	-5	0	6	-3	3
